BaF3 parental: reduces parental Ba/F3 cell viability, JAK2V617F counter-screen; CellTiter-Glo ATP luminescence; inhibition, % at 5.6 µM; 220,000 tested, 1.1% active; AID 1486;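 active = inhibition above a per-campaign cutoff, the mean inhibition of all tested compounds plus 3 SD, cut at about 27% in these data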;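 note: 0% = DMSO wells and 100% = JAK Inhibitor I control wells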
TRPML3 agonist: human mucolipin-3 channel agonism | activation, % at 3 µM | Q8TDD5 | AID 1448 | HEK293 TRPML3-YFP, Fluo-8 calcium fluorescence; 100% = the carbachol control signal | 220,000 tested, 0.29% active;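 active = activation above its plate's cutoff, the mean activation of the plate's test wells plus 3 SD, cut at about 12% in these data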;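 note: 0% = DMSO only wells and 100% = carbachol wells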
Target sequence (Q8TDD5 whole entry, looked up): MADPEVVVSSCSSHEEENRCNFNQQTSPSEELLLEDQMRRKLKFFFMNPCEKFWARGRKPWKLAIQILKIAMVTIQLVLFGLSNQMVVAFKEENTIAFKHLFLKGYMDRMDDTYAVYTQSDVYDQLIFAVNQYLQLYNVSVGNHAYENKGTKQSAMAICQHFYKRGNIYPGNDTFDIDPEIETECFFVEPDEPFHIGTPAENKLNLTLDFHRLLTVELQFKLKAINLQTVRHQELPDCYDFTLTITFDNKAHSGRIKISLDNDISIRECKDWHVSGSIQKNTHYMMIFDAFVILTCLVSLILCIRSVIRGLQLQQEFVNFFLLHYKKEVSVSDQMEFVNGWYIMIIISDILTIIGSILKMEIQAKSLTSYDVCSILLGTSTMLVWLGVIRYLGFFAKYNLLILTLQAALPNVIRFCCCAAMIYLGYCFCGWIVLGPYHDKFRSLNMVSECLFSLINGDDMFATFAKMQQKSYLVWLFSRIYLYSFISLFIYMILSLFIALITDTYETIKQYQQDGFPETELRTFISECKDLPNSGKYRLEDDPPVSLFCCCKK
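Material: HEK293 cells stably carrying human TRPML3-YFP; compound dosing: single dose, 3 µM final nominal compound, 0.3% DMSO final; incubation: 1-h 37 °C dye load, 5-s basal, 120-s post-compound reads; technique: Fluo-8 intracellular calcium fluorescence, excitation 470-495 nm, emission 515-575 nm; read-out basis: percent activation from peak-to-basal fluorescence ratio, scaled between DMSO and carbachol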
Ba/F3 V617F tox: loss of viability in JAK2V617F-driven Ba/F3 cells; Ba/F3 EpoR-JAK2V617F viability, ATP luminescence; 220,000 tested, 1.1% active; inhibition, % at 5.6 µM;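 active = inhibition above the campaign mean plus 3 SD over all tested compounds, cut at about 24% in these data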;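 note: cytokine-independent growth of Ba/F3 cells driven by EpoR plus mutant JAK2; 0% = DMSO-treated cells and 100% = JAK inhibitor I control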
S1P4 agonist: human S1P4 receptor agonism | O95977 | S1P4-expressing cell line, agonist reporter assay | activation, % at 4.98 µM | 220,000 tested, 0.35% active | AID 1509; in the data active = activation above about 11%;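 note: 0% = DMSO vehicle and 100% = reference agonist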
S1P4 antagonist: antagonists of human S1P4 receptor | inhibition, % at 4.98 µM | O95977 | 220,000 tested, 0.26% active | AID 1510 | S1P4-expressing cells, antagonist mode, reporter read-out; in the data active = inhibition above about 29%;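 note: 0% = wells stimulated with agonist and 100% = vehicle wells without agonist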
zfTRPN1 agonist: activates the zebrafish TRPN1 channel | HEK293 zebrafish TRPN1-YFP, Fluo-8 calcium fluorescence; 100% = response to 87 µM carbachol | activation, % at 3 µM | 220,000 tested, 0.18% active;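 active = activation above its plate's cutoff, the mean activation of test wells on that plate plus 3 SD, cut at about 19% in these data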;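 note: 0% = DMSO alone and 100% = 87 µM carbachol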
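System: zebrafish TRPN1-YFP in HEK293 cells / Dosing: 3 µM single point / Timing: dye loading 1 h at 37 °C, then 30 min room temperature / Signal: Fluo-8 calcium fluorescence, excitation 470-495 nm, emission 515-575 nm / Read-out basis: percent activation from peak over basal fluorescence ratio, control-normalized / Control set: high carbachol 87 µM, low DMSO alone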
EP2 modulator: modulators of human EP2 prostaglandin E2 receptor; EP2-expressing cells, cAMP HTRF FRET, PGE2 co-stimulation; induction, % at 25 µM; AID 940; 260,000 tested, 0.83% active;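 active = compounds whose cAMP rise, as percent of the full-agonist control response, exceeds 60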;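 note: rat C6 glioma line stably carrying human EP2 under a CMV promoter; the protocol text gives 20 µM as final concentration; 100% = response of wells given 1 µM PGE2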
Target sequence (P43116 whole entry, looked up): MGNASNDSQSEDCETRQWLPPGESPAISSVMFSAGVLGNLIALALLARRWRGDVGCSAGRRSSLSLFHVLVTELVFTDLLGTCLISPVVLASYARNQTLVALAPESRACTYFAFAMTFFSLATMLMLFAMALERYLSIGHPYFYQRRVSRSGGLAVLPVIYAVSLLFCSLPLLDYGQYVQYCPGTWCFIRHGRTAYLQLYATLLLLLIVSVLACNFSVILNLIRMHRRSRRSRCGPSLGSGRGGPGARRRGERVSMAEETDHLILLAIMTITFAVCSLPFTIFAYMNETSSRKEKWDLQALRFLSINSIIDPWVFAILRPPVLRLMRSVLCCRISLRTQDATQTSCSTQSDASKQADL
Calpain2 inh: blocks pig calpain II enzyme activity; purified calpain II, fluorogenic peptide substrate, 30 min; inhibition, % at 16 µM; 220,000 tested, 0.37% active;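 active = inhibition above about 50%, limit read from the data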
PERK inh: inhibitors of human PERK kinase; CHO PERK-DD fusion, SEAP luminescence translation reporter; Q9NZJ5; inhibition, % at 5.6 µM; 220,000 tested, 0.17% active;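 active = inhibition above the mean inhibition of all tested compounds plus 3 SD, set separately per screening campaign, cut at about 2.9% in these data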;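 note: PERK kinase domain activated by AP20187 dimerizer at 100 nM; 0% = DMSO with dimerizer and 100% = rapamycin at 8.4 µM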
Numbers without * were called inactive; i = inactive; x = not tested or not shown; & = joins results of further samples.

No. | mol | BaF3 parental | TRPML3 agonist | Ba/F3 V617F tox | S1P4 agonist | S1P4 antagonist | zfTRPN1 agonist | EP2 modulator | Calpain2 inh | PERK inh
1 | COc1ccc(-c2c[n+](CC(=O)OC3CC(C)CCC3C(C)C)c3n2CCC3)cc1 (stereo not given) | 82* | 0.7 | 99* | -0.7 | -20 | -0.4 | -32 | -1 | 1.5
2 | CN(C)/C=C/C(=O)c1ccccc1OCc1cnc(Cl)s1 | 14 | 1.0 | 2 | -1.8 | 10 | 0.8 | 14 | 5 | 0.4
3 | Cc1nc(CC(=O)N2CCN(c3cccc(C)c3C)CC2)cs1 | 9 | -0.4 | 1 | -1.3 | -16 | 1.4 | 10 | -20 | 0.3
4 | Cc1ccc(NC(=O)c2ccc([N+](=O)[O-])o2)cc1S(=O)(=O)N1CCOCC1 | -8 | 0.9 | -1 | -2.2 | 68* | 2.7 | -78 | -13 | -0.1
5 | O=C(O)c1ccn(Cn2cnc3ccccc32)n1 | 0 | 0.2 | 2 | 0.1 | -1 | -0.7 | 23 | -33 | 2.4
6 | COc1ccc(C2C(C(=O)N3CCCC3)CC(=O)N2c2ccc(OC)cc2)cc1 (stereo not given) | 6 | 0.5 | 0 | 1.2 | -18 | -0.4 | 21 | 0 | -0.6
7 | O=C(c1ccco1)N1CCN(Cc2cccc(F)c2)CC1 | 5 | -0.3 | -1 | -0.8 | -5 | 1.3 | 25 | -11 | 1.1
8 | COC(=O)c1ccc(NC(=O)CN(c2ccc(OC)cc2)S(C)(=O)=O)cc1 | 0 | 0.4 | -4 | -1.7 | 22 | -0.2 | -6 | -15 | -0.6
9 | CC(C)OC(=O)CSc1nc2cc3c(cc2cc1C#N)OCO3 | -2 | 1.1 | -4 | -1.2 | 0 | 2.4 | 28 | -8 | 0.6
10 | O=C(Nc1ncccn1)c1ccc([N+](=O)[O-])o1 | 4 | 1.3 | -1 | 1.6 | 7 | 0.6 | -23 | i | 0.5
11 | O=C(Nc1nccs1)c1ccc([N+](=O)[O-])cc1 | 3 | -0.2 | -1 | -0.7 | -12 | -2.0 | -23 | 1 | 0.5
12 | CCN(CC)CCCNC(=O)c1cc(-c2ccc(Cl)c(Cl)c2)on1 | 8 | 2.1 | 0 | -3.1 | 1 | 0.4 | -47 | 19 | -1.1
13 | Cc1nnc(-c2ccc(N3CCCCCC3)c([N+](=O)[O-])c2)o1 | 0 | 0.3 | -4 | 0.3 | 9 | -0.5 | -3 | -1 | -0.6
14 | Cc1cc2c(c(=O)n1CCCn1ccnc1)C(c1ccco1)C(C#N)=C(N)O2 (stereo not given) | 5 | -0.1 | 2 | -0.1 | 6 | 0.7 | 33 | -22 | -0.4
15 | Cc1ccc(C(=O)COC(=O)c2cc(=O)[nH]c3ccccc23)cc1 | -3 | 0.6 | -6 | -1.5 | -2 | -0.5 | -31&7 | -18 | 0.7
16 | CCCCCOc1ccc(NC(=O)C(=O)NCC2CCCN2CC)cc1 (stereo not given) | 6 | 0.6 | 4 | -0.8 | -16 | 0.6 | -35 | 3 | 0.8
17 | Cc1nnc(SCC(=O)NCCc2ccccc2)[nH]c1=O | 6 | 1.0 | -3 | -2.4 | -34 | 0.3 | x | x | 1.4
18 | COC(=O)c1ccc(NC(=O)CSc2nnc(COc3c(C)cccc3C)o2)cc1 | 4 | 1.2 | 3 | -0.6 | -8 | 1.6 | 25 | -12 | -0.9
19 | CC(=O)c1sc(NC(=O)CN2C(=O)CCC2=O)nc1C | 2 | 0.2 | 0 | -0.8 | 4 | -0.9 | x | x | 0.4
20 | COc1cc(C(=O)N=c2sc3ccccc3n2C)cc(OC)c1OC | 11 | 0.2 | 8 | 1.2 | -2 | -0.4 | -13 | 1 | -0.3
21 | Cc1nc2nc(Cc3ccccc3)nn2c(C)c1Cl | 5 | 0.1 | -1 | -4.2 | 7 | -1.0 | 20 | 14 | 0.0
22 | CCSc1cc(N2CCOCC2)nc(-c2ccccc2)n1 | 1 | -0.3 | -2 | 0.5 | -11 | -1.1 | 65* | 2 | 0.1
23 | Cc1ccc(OCCn2ccc(=O)[nH]c2=O)cc1C | -1 | -0.5 | -2 | -0.4 | 0 | -0.2 | -12 | 16 | 0.7
24 | C=C(Cl)COc1cc(C)cc2oc(=O)cc(CC)c12 | 4 | -0.3 | -2 | 1.5 | -12 | -1.9 | 30 | -135 | -0.1
25 | CCc1ccc(C(=O)COC(=O)c2cnccn2)cc1 | 2 | 0.6 | -2 | 1.2 | -11 | 0.2 | -8 | 7 | 0.2
26 | CC1CC(=O)Nc2ccccc2N1C(=O)Nc1ccc(F)cc1 (stereo not given) | 4 | 0.2 | 3 | -0.7 | 1 | 0.0 | 7 | 15 | -0.1
27 | CC(C)N(Cc1nccn1C)C(=O)c1cc(COc2ccc3ncccc3c2)on1 | 0 | 4.5 | -2 | 0.1 | -11 | 10 | -50 | -22 | 0.1
28 | CCOC(=O)c1c(C)nc2sc3c(=O)n(-c4ccc(C(C)=O)cc4)nnc3c2c1-c1ccc(OC)cc1 | 4 | 0.5 | 0 | 0.3 | -5 | -0.2 | 16 | -45 | 1.0
29 | COC(=O)c1ccccc1NC(=O)Nc1nnc(N2CCCCC2C)s1 (stereo not given) | 4 | 0.3 | -3 | 3.0 | -14 | 2.3 | 7 | -5 | -0.5
30 | O=C(/C=C/c1ccccc1)Nc1ccc(Br)cn1 | 5 | 0.7 | 9 | 0.3 | -24 | 1.4 | -8 | 32 | -0.6

Reprinted from the part before: 2 entries, then new ones.
No. | mol | BaF3 parental | TRPML3 agonist | Ba/F3 V617F tox | S1P4 agonist | S1P4 antagonist | zfTRPN1 agonist | EP2 modulator | Calpain2 inh | PERK inh
29 | COC(=O)c1ccccc1NC(=O)Nc1nnc(N2CCCCC2C)s1 (stereo not given) | 4 | 0.3 | -3 | 3.0 | -14 | 2.3 | 7 | -5 | -0.5
30 | O=C(/C=C/c1ccccc1)Nc1ccc(Br)cn1 | 5 | 0.7 | 9 | 0.3 | -24 | 1.4 | -8 | 32 | -0.6
31 | CN(CC(=O)Nc1ccncc1)S(=O)(=O)c1ccccc1 | 4 | 0.9 | 1 | 1.1 | -20 | -1.3 | -5 | -7 | -0.6
32 | COc1ccc(/C=C/C(=O)c2sc(-c3ccc(Cl)cc3)nc2C)cc1 | 2 | 1.4 | 1 | 2.5 | 2 | 1.2 | 11 | 6 | 0.9
33 | O=C(c1cnn2cccnc12)N1CCN(Cc2ccc3c(c2)OCO3)CC1 | 7 | 1.6 | 1 | -2.5 | -5 | 0.3 | -7 | 4 | 0.1
34 | CCCn1c(=O)c2ccccc2n2c(SCC(=O)/C(C#N)=C(\C)N)nnc12 | 2 | 0.8 | 0 | -1.7 | 17 | 1.0 | 0 | -21 | 1.7
35 | COc1ccccc1C(OC(=O)c1cccs1)C(=O)NCc1ccco1 (stereo not given) | 4 | 0.0 | 2 | 0.2 | -2 | -1.8 | 11&0 | -20 | 0.2
36 | Cc1sc2ncnc(Sc3ccccc3C(=O)Nc3ccc(C#N)cc3)c2c1C | 9 | 0.6 | 1 | 2.2 | -15 | 0.2 | 8 | -29 | 0.8
37 | Cn1cc(CNCc2cn[nH]c2-c2ccc(F)cc2)c(-c2ccc3c(c2)OCCO3)n1 | 14 | -0.6 | 4 | 0.4 | 1 | 0.7 | -28 | 28 | 0.1
38 | O=C(Cc1ccccc1)N1CCc2ccccc21 | 3 | -0.3 | -1 | 0.3 | 0 | -0.4 | 27 | -31 | -0.7
39 | c1ccc(-n2nnnc2Oc2cccc3cccnc23)cc1 | 3 | 0.8 | -2 | -0.5 | -2 | 1.1 | 16 | 18 | -0.5
40 | CCOc1ccc(NC(=O)C2=C(C)C(=O)OC23CCC(C)CC3)cc1 (stereo not given) | 5 | 0.0 | 0 | -1.9 | -12 | 0.0 | 10 | -5 | 0.4
41 | O=C(Oc1cccc(/C=N/Nc2nc(N3CCOCC3)nc(N3CCOCC3)n2)c1)c1ccco1 | 4 | 1.3 | 1 | 0.1 | -24 | 0.5 | -19 | 18 | -1.3
42 | O=C(CSc1nc(-c2ccccc2)cs1)Nc1cccc([N+](=O)[O-])c1 | -3 | -0.5 | 10 | -2.8 | -5 | -1.2 | 5 | 40 | 0.3
43 | COc1ccc(NC(=O)c2ccccc2Sc2ccc(NC(C)=O)nc2)cc1 | 4 | 1.3 | 2 | 1.5 | -2 | 1.6 | -19 | -5 | 0.5
44 | Cc1ccc(NC(=O)CO/N=C(\N)c2nonc2N)cc1C | 4 | -0.1 | 1 | 1.2 | -23 | 1.8 | -9 | 20 | 0.0
45 | O=C(Cc1ccccc1)NNC(=S)Nc1ccccc1 | 6 | 0.5 | -1 | 1.3 | -14 | 0.0 | 17 | -1 | -0.1
46 | CC(C)CNC(=S)NC(=O)c1ccccc1Cl | -2 | -0.2 | -3 | -0.6 | 9 | -2.2 | -38 | 6 | 0.5
47 | O=[N+]([O-])c1c(N2CCN(CCO)CC2)nc2ccccn12 | -1 | 1.2 | -4 | -2.0 | 2 | 0.1 | 5 | 10 | 1.6
48 | Brc1cccc(OCCN2CCCCC2)c1 | 2 | 0.0 | -4 | 0.3 | -16 | -1.1 | 5 | 2 | 0.4
49 | Cc1ccsc1C(=O)OCC(=O)c1cc2ccccc2o1 | 4 | -0.9 | -4 | -0.2 | -1 | -1.9 | 16 | -19 | 0.5
50 | CCOc1ccccc1NC(=O)CSc1ccc([N+](=O)[O-])cc1 | 10 | -0.6 | 0 | -1.8 | -24 | 2.8 | 16 | -5 | -0.5
51 | CCN(Cc1ccccc1)C(c1ccccn1)c1nnnn1C(C)(C)CC (stereo not given) | -1 | 0.6 | -5 | 1.0 | -9 | -2.0 | 45&50 | 5 | -0.6
52 | Cc1ccccc1NC(=O)C[n+]1cc(-c2ccccc2)n2c1CCC2 | 0 | 0.9 | -2 | 1.5 | -10 | 1.1 | -6 | 7 | 0.1
53 | O=C(NCCCN1CCOCC1)c1ccc2c(c1)N(Cc1ccccc1)CCS2 | 2 | -0.3 | -5 | -0.5 | -10 | -1.9 | -9 | 3 | -1.4
54 | CC(C)Sc1n[nH]c2nc3c(c(=O)n12)C1(CCCC1)Cc1ccccc1-3 | 0 | 1.1 | -2 | -0.7 | -3 | 1.1 | -18 | -62 | 1.3
55 | CC1CN(Cc2nc3c(c(=O)n(C)c(=O)n3C)n2Cc2cccc(Cl)c2)CC(C)O1 (stereo not given) | 2 | -0.4 | -3 | 3.4 | -19 | 0.7 | -10 | -1 | -0.1
56 | C=CCn1c(SCc2cc(=O)n3ccsc3n2)nc2cc(Cl)ccc2c1=O | 5 | 0.8 | 4 | -1.1 | -6 | 0.4 | -30 | 31 | -1.2
57 | O=C(CCCc1ccccc1)N1CCc2ccccc21 | 6 | -0.2 | -1 | 1.3 | -3 | -1.1 | 38 | 17 | -1.6
58 | Fc1ccc(NC(=S)NCCc2ccccc2)c(F)c1F | 54* | 2.2 | 42* | -4.3 | -17 | 11 | -32 | -26 | 1.4
59 | O=C(OCCN1C(=O)c2ccccc2C1=O)c1cc(=O)[nH]c2ccccc12 | 2 | 0.8 | 2 | 2.0 | -13 | 2.9 | -9 | -46 | -0.7
60 | Cn1c(-c2ccc(Br)cc2)cnc1NCc1cccnc1 | 4 | 0.7 | -1 | -0.2 | -13 | -0.8 | -15 | -13 | 0.6

Assay outcomes: PubChem, several laboratories

Compounds were not picked by outcome (roughly 3.6% active in at least one column).
